NPSR antagonist: blocks cAMP signaling of the human neuropeptide S receptor | Q6W5P4 | CHO-NPSR cells, cAMP TR-FRET, antagonist mode | Potency, µM (top dose mostly 38.3 µM), without a hit: top-dose activity change, negative = inhibition, hits mostly inhibitors | hit rate 1% among 220,000 | AID 1461; also: potency is read from the fitted curve at half-maximal effect; % is scaled to controls: 0 for no effect and ±100 for the full control effect; nearly all actives have a fitted effect of over 50% in size; many of its hits are not listed in these tables
Target sequence (Q6W5P4 whole entry, looked up): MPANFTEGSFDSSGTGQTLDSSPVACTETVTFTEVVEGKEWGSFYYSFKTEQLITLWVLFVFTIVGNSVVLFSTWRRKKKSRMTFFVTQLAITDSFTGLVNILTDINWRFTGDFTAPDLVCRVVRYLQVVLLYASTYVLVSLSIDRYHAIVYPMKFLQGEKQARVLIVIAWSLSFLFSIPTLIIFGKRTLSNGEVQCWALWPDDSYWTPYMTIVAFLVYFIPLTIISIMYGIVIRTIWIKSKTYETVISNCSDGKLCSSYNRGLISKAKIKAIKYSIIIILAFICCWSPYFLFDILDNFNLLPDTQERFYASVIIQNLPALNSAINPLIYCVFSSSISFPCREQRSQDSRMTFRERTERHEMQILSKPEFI
GLA spleen mod: inhibits or activates alpha-galactosidase in human spleen homogenate; Potency, µM (series often up to 80 µM), inactives show at the top dose activity change, negative = inhibition, actives largely listed as inhibitors; hit rate 0.008% among 240,000; P06280; AID 2107; human spleen homogenate, 4MU-alpha-Gal fluorescence, 40 min;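 also: potency is read from the fitted curve at half-maximal effect; 0% = enzyme with vehicle and -100% = no enzyme basal signal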
Target sequence (P06280 32-429 limits assumed): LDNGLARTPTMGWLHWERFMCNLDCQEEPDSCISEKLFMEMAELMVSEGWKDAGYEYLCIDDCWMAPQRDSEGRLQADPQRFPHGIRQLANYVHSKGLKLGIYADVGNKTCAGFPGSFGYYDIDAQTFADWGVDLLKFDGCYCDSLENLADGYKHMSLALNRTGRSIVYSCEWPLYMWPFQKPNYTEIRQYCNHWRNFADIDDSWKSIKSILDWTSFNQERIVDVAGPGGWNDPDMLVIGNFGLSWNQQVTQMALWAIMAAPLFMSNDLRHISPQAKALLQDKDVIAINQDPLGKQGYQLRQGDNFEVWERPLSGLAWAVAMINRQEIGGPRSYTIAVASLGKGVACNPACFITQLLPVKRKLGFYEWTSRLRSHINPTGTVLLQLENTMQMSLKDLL
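Inhibition or activation of alpha-galactosidase in human spleen homogenate is scored by 4-MU fluorescence after 40 min at 37C, pH 5.0, with 1 mM substrate. AC50s come from concentration-response fitted to the Hill equation.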
LMNA splice mod: LMNA splicing modulation. Potency, µM (top dose mostly 46.1 µM), for inactives: at the highest dose ratio change, negative = inhibition, most hits filed as inhibitors. HeLa LMNA splicing GFP/RFP minigene ratio, 48 h. hit rate 0.01% among 200,000; active = well fitted inhibition curve with a large enough effect in the signal ratio, with a control signal flat, not every such curve was filed as active; inconclusive = small, poorly fitted or top-dose-only effect, or effect the other way, or a change in a side signal; the % refers to the signal ratio; also: potency is read from the fitted curve at half-maximal effect; % is scaled to controls: 0 for no effect and ±100 for the full control effect
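S3 HeLa stable clones carrying a lamin A-EGFP splicing minigene plus DsRed2 were seeded at 600 cells/well in Opti-MEM with 2% FBS, pin-dosed and incubated 48 h at 37°C. Acumen cytometry (488 nm) gave the GFP/RFP total-intensity ratio.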
IMPase Li cell: IMPase inhibition in cells with lithium potentiation; CHO-M1 cells, IP1 TR-FRET (IP-One), carbachol + lithium; hit rate 0.35% among 210,000; Potency, µM (series often up to 59.4 µM), without a hit: top-dose activity, negative = IMPase inhibition, usual class: inhibitors;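 also: IP1 builds up when IMPase is blocked and the TR-FRET signal falls; potency is read from the fitted curve at half-maximal effect; plate controls were basal vehicle for no effect and high inhibitor control for full effect; nearly all actives have a fitted effect of over 50% in size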
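Test compounds were applied to CHO-M1 cells previously cultured for 16–30 h at 2000 per well. A small lithium amount accompanied them; after 30 min at 37C, IP1 was quantified by TR-FRET.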
KinaseGlo FLuc: counter-screen: inhibitors of Kinase-Glo firefly luciferase; hit rate 0.28% among 200,000; Kinase-Glo luciferase, ATP luminescence, 8 min; Q27757; Potency, µM (top dose mostly 38.3 µM), without a hit: at the highest dose activity change, negative = inhibition, usual class: inhibitors; also: potency is read from the fitted curve at half-maximal effect; % is scaled to controls: 0 for no effect and ±100 for the full control effect; nearly all actives have a fitted effect of over 60% in size
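Inhibition of Kinase-Glo luciferase light generation was assessed at 10 uM ATP in pH 7.2 imidazole buffer, with luminescence measured after eight minutes at ambient temperature.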
CBFb RUNX1 block: blocks binding between human CBF-beta and RUNX1; Q01196+Q13951; AlphaScreen CBFb-His/RUNX1-biotin binding, biochemical; Potency, µM (series often up to 59.8 µM), inactives show top-dose activity, negative = inhibition, hits mostly inhibitors; 230,000 tested, under 10 active; AID 1477; also: % of control where 0% means no effect
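Compounds were screened at multiple concentrations against a preformed CBF-beta(His)/RUNX1(biotin) complex (30 nM of each) for 15 min at room temperature, followed by 90 min with nickel and streptavidin beads and AlphaScreen reading.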
Epigenetic reg: regulators of epigenetic silencing causing reporter derepression in mouse cells. murine LDR cells, GFP reporter derepression, 30 h. Potency, µM (highest dose often 53.9 µM), for the others: at the highest dose GFP activation, usual class: activators. hit rate 0.2% among 280,000; also: potency is read from the fitted curve at half-maximal effect; % of control where 0% means no effect; nearly all actives have a fitted effect of over 60% in size
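Murine LDR cells carrying a silenced, genomically integrated CMV-driven GFP reporter were exposed to compound for 30 hours at 37 C. After PBS washes, GFP-positive cells (20–120 um objects) were counted by laser-scanning microplate cytometry.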
The depositor's hits bear a star; ? = inconclusive; / = not tested or not shown; & = joins results of further samples; [ ] = dose if it differs, or a comment. Unless noted, calls follow the shape of the dose curve; as a rule, active = well fitted curve in the direction sought with a large enough effect; inconclusive = small, poorly fitted or top-dose-only effect, or another doubt; inactive = no such curve, though single readings can be large; an effect the other way counts as inactive or inconclusive. A portion of the library (hit frequency here may not be typical).

The line under a structure holds: NPSR antagonist	GLA spleen mod	LMNA splice mod	IMPase Li cell	KinaseGlo FLuc	CBFb RUNX1 block	Epigenetic reg
- Cc1ccc(N(CCCCN2C(=O)c3ccccc3C2=O)C(=O)c2cccc([N+](=O)[O-])c2)cc1
→ ?	-14%	19%	23%[38.3 µM]	-4%	-13%	-1.2%
- CC(C)(C)NC(=S)NNC(=O)[C@H]1C[C@@H]1c1ccccc1
→ 22%	-2%	/	/	/	0%	10%
- O=C1NC(=S)SC1=C1CCCCCC1
→ -20%[7.67 µM]	-3%	2%	5%[38.3 µM]	6%	1%	-2.4%
- CCCCCC(=O)Nc1ccc(Cc2ccncc2)cc1
→ -16%[46.1 µM]	0%	7%	-1%	1%	16%	-1.2%
- O=S(=O)(c1cc(Cl)ccc1Cl)N1CCN(Cc2ccc3c(c2)OCO3)CC1
→ -18%[46.1 µM]	-7%	?	7%[38.3 µM]	0%	-2%	-1.9%
- COc1ccc(-c2noc(CSc3nnc(-c4ccncc4)n3-c3ccc(F)cc3)n2)cc1OC
→ -2%[46.1 µM]	2%	-7%	21%[38.3 µM]	-2%	11%	0.6%
- CC(=O)c1ccc(OCC(O)CN2CCN(CCN3C(=O)c4cccc5cccc(c45)C3=O)CC2)cc1 (centres undefined)
→ 18%	-6%	?	10%	2%	-6%	-2.6%
- CC(C)Nc1oc(Cc2cccc3ccccc23)nc1C#N
→ -7%[46.1 µM]	0%	?	-12%[38.3 µM]	-1%	-6%	1.2%
- CN1/C(=C\C=O)C(C)(C)c2ccccc21
→ 9%	1%	?	1%	-3%	8%	-0.2%
- NC(N)=Nc1nc(CSCC/C(N)=N/S(N)(=O)=O)cs1
→ 12%	1%	?	2%&4%&42%&-5%	-1%	?	0.0%

Exported comma-delimited: two of the compounds above.
smiles,NPSR antagonist,GLA spleen mod,LMNA splice mod,IMPase Li cell,KinaseGlo FLuc,CBFb RUNX1 block,Epigenetic reg
CC(=O)c1ccc(OCC(O)CN2CCN(CCN3C(=O)c4cccc5cccc(c45)C3=O)CC2)cc1 (centres undefined),18%,-6%,?,10%,2%,-6%,-2.6%
O=C1NC(=S)SC1=C1CCCCCC1,-20%[7.67 µM],-3%,2%,5%[38.3 µM],6%,1%,-2.4%

Looked up by structure from the list above (2):
The line under a structure holds: NPSR antagonist	GLA spleen mod	LMNA splice mod	IMPase Li cell	KinaseGlo FLuc	CBFb RUNX1 block	Epigenetic reg
- COc1ccc(-c2noc(CSc3nnc(-c4ccncc4)n3-c3ccc(F)cc3)n2)cc1OC
→ -2%[46.1 µM]	2%	-7%	21%[38.3 µM]	-2%	11%	0.6%
- NC(N)=Nc1nc(CSCC/C(N)=N/S(N)(=O)=O)cs1
→ 12%	1%	?	2%&4%&42%&-5%	-1%	?	0.0%

More records.
The line under a structure holds: NPSR antagonist	GLA spleen mod	LMNA splice mod	IMPase Li cell	KinaseGlo FLuc	CBFb RUNX1 block	Epigenetic reg
- O=C(Nc1ccc(F)cc1)N1CCN(c2ccc3nnc(-c4ccc(F)cc4)n3n2)CC1
→ -26%[46.1 µM]	5%	-10%	7%[38.3 µM]	-1%	5%	2.7%&-1.8%
- O=S(=O)(c1ccc2c(c1)OCCO2)N1CCN(Cc2ccc3c(c2)OCO3)CC1
→ -7%[46.1 µM]	2%	-14%	19%[38.3 µM]	3%	2%	-1.8%
- COc1ccc(NC(=O)c2nc[nH]c2C(=O)N[C@@H](C)C(=O)OC(C)(C)C)cc1
→ -32%	-7%	/	/	/	7%	-0.1%
- CC1CCCCC1NS(=O)(=O)c1ccc(S(=O)(=O)N2CCN(CCC#N)CC2)cc1 (centres undefined)
→ -11%[46.1 µM]	-1%	-8%	12%[38.3 µM]	1%	4%	-0.9%
- Cc1c(Cl)cc(-n2cnnn2)cc1[N+](=O)[O-]
→ -6%	-7%	/	0%	-1%	3%	2.3%
- CCOC(=O)CCN1C(=O)[C@H]2[C@@H]3[C@H](O)C=CC(=O)[C@H]3CC[C@H]2C1=O
→ /	-7%[17.5 µM]	/	/	/	17%[13.1 µM]	-1.6%[10.1 µM]
- Cc1ccc(NC(=O)c2ccc(NCCCN3CCOCC3)c([N+](=O)[O-])c2)cc1Cl
→ 1%	-11%	?	16%	-1%	10%	1.5%
- CCOC(=O)OCC1OC(C#Cc2ccc(Br)cc2)C=CC1OC(=O)OCC (centres undefined)
→ /	1%[17.5 µM]	/	/	/	12%[13.1 µM]	0.0%[10.1 µM]
- Cc1cccc(C)c1OCC(=O)N/N=C/c1cc2c(cc1[N+](=O)[O-])OCO2
→ ?	4%	14%	18%[38.3 µM]	-3%	-9%	-0.2%
- COc1cccc(N(C(=O)C2CSC(=O)C2)C(C(=O)NC(C)(C)C)c2ccncc2)c1 (centres undefined)
→ -8%	2%	13%[46 µM]	0%	-4%	7%	5.8%
- Cc1sc(NC(=O)CSc2nnc(CCNC(=O)c3cccs3)n2C)nc1-c1ccccc1
→ -18%[46.1 µM]	-3%	-14%	9%	0%	7%	1.2%
- CC(C)[N+](C)(CCOC(=O)C1c2ccccc2Oc2ccccc21)C(C)C
→ -5%	-8%	?	25%&43%&41%&9%	3%	8%	-3.3%
- O=C(Cc1ccc(-c2ccccc2)cc1)NCc1ccccc1
→ 20%	-5%	?	-2%	0%	0%	3.3%
- CCc1ccccc1NC(=O)c1ccc(Cn2cc([N+](=O)[O-])cn2)cc1
→ -27%	2%	4%	-2%	-2%	4%	-6.9%
- COc1cccc2sc(Nc3nnc(-c4cccs4)o3)nc12
→ -18%[46.1 µM]	-14%	-10%	-14%[38.3 µM]	-6%	-20%	1.0%
- COc1ccc(C(=O)N/N=c2\oc3ccccc3cc2C(N)=O)cc1
→ -23%	-1%	/	11%	-1%	-10%	0.0%
- CCN(CC)S(=O)(=O)c1ccc(NCC2COc3ccccc3O2)c([N+](=O)[O-])c1 (centres undefined)
→ -23%	4%	?	19%	4%	5%	-1.0%
- CC(=O)Nc1c(C(=O)N2CCN(c3ccccn3)CC2)cnn1-c1ccc(C)cc1
→ 5%	0%	-1%	-11%	7%	-2%	-6.2%
- O=c1cc(CNC2CCCCC2)c2ccccc2[nH]1
→ -1%[46.1 µM]	10%	-3%	4%[38.3 µM]	-8%	3%	1.7%
- COc1cccc(NC2=CC(=O)CC(C)(C)C2)c1
→ 23%[46.1 µM]	-6%	-13%	17%[38.3 µM]	1%	6%	0.2%
- C#CCN1C(=O)C(O)(c2c(C)[nH]c3ccccc23)c2ccccc21 (centres undefined)
→ -8%	-2%	-20%[46 µM]	/	/	-1%	-1.5%
- COc1ccc(N2C(=O)C(CC(=O)Nc3ccccc3)N(Cc3ccccn3)C2=S)cc1 (centres undefined)
→ -15%	-2%	/	7%	0%	-1%	0.4%
- Cc1c(N(C)C(=O)c2ccco2)c(=O)n(-c2ccccc2)n1C
→ 11%[46.1 µM]	0%	-5%	17%[38.3 µM]	3%	2%	0.0%
- COc1ccc(-n2c(Cn3c(=O)sc4ccccc43)nnc2SCC(=O)N2CCCCC2)cc1
→ -7%[46.1 µM]	3%	4%	-7%[38.3 µM]	-4%	-4%	3.1%
- CCOC(=O)c1cnc(-n2nc(C)cc2C)nc1NNc1cc(C)nc(-c2ccccc2)n1
→ -30%	8%	?	10%	-4%	?	0.0%
- O=[N+]([O-])c1ccc(OCC(O)CNCCNc2nccc(C(F)(F)F)n2)cc1 (centres undefined)
→ 25%	-1%	/	/	/	6%	2.0%
- CCO/N=C/C(=O)Nc1ccc(F)cc1F
→ 3%	9%	/	-2%	/	8%	1.2%
- COc1ccc2[nH]cc(CCNS(=O)(=O)c3ccc(F)cc3)c2c1
→ 16%	-23%	/	5%	-6%	7%	0.2%
- Cn1nnnc1SC(C(=O)Nc1cccc(C(F)(F)F)c1)c1ccccc1 (centres undefined)
→ -3%	-10%	?	4%	-2%	?	-1.3%
- CSC1=NCCN1C(=O)c1cccs1
→ -3%[46.1 µM]	-2%	-5%	-7%[38.3 µM]	1%	12%	-1.0%
- CNC(=S)N/N=C/c1cccc(OCc2ccccc2F)c1
→ -15%	10%	?	9%	-13%	-4%	-0.9%
- Cc1cccc(C)c1-n1c(C)nn(-c2ncc(C(F)(F)F)cc2Cl)c1=O
→ 9%	7%	-16%[46 µM]	-5%	7%	8%	-0.1%
- COc1ccc(CCNC(=O)C(=O)Nc2ccc3c(c2)OCCO3)cc1OC
→ 19%	3%	?	-6%	10%	1%	-2.4%
- CCOC(=O)c1cnc(-n2nc(C)cc2C)nc1NCCO
→ -9%[46.1 µM]	-20%	15%	-15%[38.3 µM]	-5%	-25%	0.9%
- O=C(COc1ncnc2ccccc12)Nc1cc([N+](=O)[O-])ccc1Cl
→ -9%	1%	/	3%	0%	9%	7.3%
- COc1cccc(/C=N/c2oc(-c3ccccc3)cc2C#N)c1O
→ -11%[46.1 µM]	2%	?	1%[38.3 µM]	1%	?	4.0%
- CCCCn1c(NCCN(C)C)nc2c1c(=O)[nH]c(=O)n2C
→ 3%[46.1 µM]	-2%	8%	0%[38.3 µM]	-4%	6%	-1.0%
- CCN=C(NCC)SC1CC(=O)N(c2ccc(OC)cc2)C1=O (centres undefined)
→ -15%[46.1 µM]	4%	-1%	14%[38.3 µM]	-1%	1%	0.7%
- Cc1cc(NC(=O)Nc2ccc(N(C)C)cc2)c2cc(F)cc(F)c2n1
→ /	5%&1%	/	47%[activator]	2%	?	-0.8%
- Cc1nc2c(cc1C#N)C(=O)c1ccccc1-2
→ -2%	0%	-8%	5%	-5%	4%	-1.3%
- CCc1nnc(NC(=O)c2ccc3c(c2)C(=O)N(C(C)(C)C)C3=O)s1
→ -18%[46.1 µM]	2%	-4%	-18%[38.3 µM]	1%	3%	-1.8%
- COc1cc(NC(C(=O)Nc2cccc(C(C)=O)c2)c2ccccc2)cc(OC)c1OC (centres undefined)
→ 15%	1%	-24%	8%	1%	-14%	0.0%
- COc1ccc(Oc2nc(-c3cccnc3)nc3ccccc23)cc1
→ -35%	3%	/	/	/	6%	0.1%
- CCN1CCN(CC(=O)N2N=C(c3cccs3)CC2c2ccc(OC)c(OC)c2)C(=O)C1=O (centres undefined)
→ -6%	2%	-4%[46 µM]	-3%	-3%	-2%	-1.4%
- NC(=O)CSc1nnc(COc2ccccc2)n1Cc1ccco1
→ 6%	-2%	-6%[46 µM]	-6%	3%	-6%	5.2%
- COc1ccc(C2SCC(C(=O)O)N2C(C)=O)cc1OC (centres undefined)
→ 6%[46.1 µM]	0%	3%	-9%[38.3 µM]	-1%	10%	-0.9%
